Screens from PubChem.
S3 lipid droplet: qHTS Assay for Lipid Storage Modulators in Drosophila S3 Cells. Drosophila S3 cells, BODIPY lipid droplet fluorescence, 18-24 h; cells fed with added oleic acid. AID 2685. hit rate 0.64% among 320,000. Potency in µM for hits, for the others lipid storage change, negative = inhibition, % at the top dose, mostly 46.1 µM; active = well fitted inhibition curve with a large enough effect in the signal ratio, with a control signal flat, not every such curve was filed as active; inconclusive = small, poorly fitted or top-dose-only effect, or effect the other way, or a change in a side signal; the % refers to the signal ratio
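Drosophila S3 cells got compounds at several concentrations plus oleic acid (400 uM solution). Laser-scanning cytometry with 488 nm excitation read lipid droplets at 500-530 nm and cells at 575-640 nm. Percent activity was relative to 20 uM Triacsin C.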
S3 lipid droplet cell count max: also measured in S3 lipid droplet; calls as there; cell number change, %; measured here: cell count max response;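 cells counted by Cell Tracker Red CMTPX staining in the red channel; peak over a dose series mostly up to 46.1 µM; percent activity relative to internal control wells on each plate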
Active calls of the source: *; i = inactive; ? = inconclusive; . = not tested or not shown. % is scaled to controls: 0 for no effect and ±100 for the full control effect; potency is read from the fitted curve at half-maximal effect. Some of the compounds tested; rates above refer to the full screens.

No.	SMILES	S3 lipid droplet	S3 lipid droplet cell count max
1	Cc1cc(NC(=O)CSc2nc(=O)n(CCN(C)C)c3c2CCCC3)no1	?	.
2	Cc1ccc(NCC(=O)NNC2=NCCC2)c(C)c1	?	.
3	Cc1cc(SCc2cccc([N+](=O)[O-])c2)nc(=O)[nH]1	i	12
4	O=C(CNc1ccc(F)cc1)N/N=C/C1CC=CCC1 (centres undefined)	?	.
5	CCOc1ccc(-c2nnc(SCC(=O)NC3CC3)o2)cc1	?	.
6	C/C(CCc1ccco1)=N\NC(=O)CNc1cccc2ccccc12	?	.
7	CCOc1ccccc1N(CC(=O)NC(C)(C)C)C(=O)c1ccc(CN2CCOCC2)o1	8%	2
8	O=[N+]([O-])c1ccc2nn(Cc3ccccc3)cc2c1	6%	-2
9	Cc1ccc2c(CN3CCC(C)CC3)cc(=O)oc2c1	?	.
10	CSc1cccc(NC(=O)c2cc(S(=O)(=O)N3CCc4ccccc43)cn2C)c1	?	.
11	CC(C)Cc1nnc(NS(C)(=O)=O)s1	?	.
12	CCC(C)NC(=O)C1CCN(S(=O)(=O)c2cc([N+](=O)[O-])ccc2Cl)CC1 (centres undefined)	?	.
13	O=C1COc2ccccc2N1Cc1c(F)cccc1Cl	?	.
14	CCC(C)NC(=O)c1cn(CC)c2ccc(S(=O)(=O)N3CCCCC3)cc2c1=O (centres undefined)	i	16
15	CCc1nc(OCCN(C)C)c2oc3ccccc3c2n1	?	.
16	CC(C)C(=O)NC(=S)Nc1ccccc1N1CCN(C(=O)c2ccc(Cl)cc2)CC1	?	.
17	CC(=O)N1Cc2ccccc2CC1C(=O)NCc1ccccc1F (centres undefined)	?	.
18	O=C(NCC1CCCO1)c1ccc(COCC(F)(F)C(F)F)cc1 (centres undefined)	?	.
19	COc1ccc(S(=O)(=O)N2CCOCC2)cc1NC(=O)c1cc(C)oc1C	?	.
20	COc1ccc(-c2nc(N)n(C(=O)c3cccs3)n2)cc1	0%	18
21	COc1ccc(-n2c(SC)nnc2-c2c[nH]c3ccccc23)cc1	4%	.
22	CN(CC(=O)Nc1ccc(F)cc1)C(=O)CCc1ccccc1	?	.
23	CCN(CCCNC(=O)CN1C(=O)COc2ccc(S(=O)(=O)N3CCC(C)CC3)cc21)Cc1ccccc1	?	.
24	Cc1cc(C)nc(N2CCCC(C(=O)NCc3ccccc3)C2)n1 (centres undefined)	5%	14
25	CCCNC(=S)NCc1ccc(Cl)cc1	?	.
26	O=C(CCc1nc2sc3c(c2c(=O)[nH]1)CCCC3)NCCc1ccc(F)cc1	?	.
27	C/C(=N\N=C\c1ccccc1)c1nnn(-c2nonc2N)c1C	?	.
28	COc1cccc(OCc2nc3c4cnn(-c5ccccc5)c4ncn3n2)c1	?	.
29	CCc1ccc(N(CC(=O)Nc2ccccc2C(=O)N2CCOCC2)S(C)(=O)=O)cc1	-22%	-2
30	CC(=O)c1ccc(NC(=O)c2cccs2)cc1	?	.
31	COc1ccc(OC)c2[nH]c(=O)c(CCNS(=O)(=O)c3ccccc3)cc12	-21%	6
32	CCN(Cc1ccccc1)c1ccc(/C=N/N=C(N)N)cc1	?	.
33	CCn1c(SCC(=O)c2ccc3c(c2)OCCO3)nnc1C(C)C	?	.
34	CC1CCCC(NC(=O)COC(=O)COc2ccccc2Cl)C1C (centres undefined)	i	.
35	CCN1CCN(CC(=O)Nc2ccc(OC(F)(F)F)cc2)CC1	-6%	-11
36	COc1ccc(S(=O)(=O)Nc2cc3c(C(C)=O)c(C)oc3c3ccccc23)cc1	?	.
37	CC(=O)NC(CC(=O)O)c1ccc([N+](=O)[O-])cc1 (centres undefined)	-1%	-12
38	COc1ccc(OCCC(=O)Nc2cc3c(cc2C(=O)O)OCCCO3)cc1	?	.
39	COC(=O)c1c(C)oc2ccc(OC(=O)c3cccs3)cc12	?	.
40	COc1cccc(N(C(=O)c2csnn2)C(C(=O)NC2CCCC2)c2ccccc2)c1 (centres undefined)	?	.
41	Cc1ccc(SCC(=O)OCC(=O)Nc2ccc3[nH]c(=O)[nH]c3c2)cc1C	?	.
42	Cc1ccc(N(C)S(=O)(=O)c2cccc(C(=O)Nc3ccc(C)cn3)c2)cc1	?	.
43	CCN1C(=S)SC(=O)C1=C1C=C(C)N(Cc2ccco2)C(C)=C1	?	.
44	O=C(COC(=O)COc1ccccc1)NCc1ccccc1	?	.
45	C[C@@]12C(=O)Nc3cc(Cl)ccc3C(=O)N1[C@H]1c3cc(Br)ccc3OC[C@@H]1[C@@H]2c1ccccc1	?	.
46	CC(=O)NC1(c2ccccc2)CCN(C(=O)N2CCOCC2)CC1	?	.
47	NC(=O)CC(NC(=O)Cc1ccc(Br)cc1)c1ccc(N2CCCCCCC2)c([N+](=O)[O-])c1 (centres undefined)	?	.
48	COCCCNS(=O)(=O)c1ccc(SC)cc1	6%	6
49	O=C(Nc1ccc2c(c1)OCCO2)C1CCCN1S(=O)(=O)c1cccc2cccnc12 (centres undefined)	14%	0
50	COc1ccc(CC(=O)Nc2ccc(-c3cn4ccc(C)cc4n3)cc2)cc1	?	.
51	O=P(Cc1cc[n+]([O-])cc1)(c1ccccc1)c1ccccc1	-1%	-5
52	Cc1ccc(-n2ncc3c(Nc4cccc(C(=O)O)c4)ncnc32)cc1	?	.
53	O=C(O)C1C2C=CC(C2)C1C(=O)Nc1ccccc1Br (centres undefined)	?	.
54	COc1ccc(N=C2SC(CC(=O)Nc3ccccc3)C(=O)N2Cc2ccco2)cc1 (centres undefined)	-17%	-20
55	Cc1ccc(CNCCC2=CCCCC2)cc1	?	.
56	CCOc1ccc(N2C(=O)CS/C2=C(\C(Cl)=C(Cl)Cl)[N+](=O)[O-])cc1	?	.
57	COc1cccc(/C=C/C(=O)OCC(=O)NC(=O)NC2CCCCC2)c1	?	.
58	CNc1ccc(C(=O)N2CCN(S(=O)(=O)c3ccc4c(c3)OCCCO4)CC2)cc1[N+](=O)[O-]	?	.
59	Cc1cc(C)nc(-n2nc(C)cc2NC(=O)C(C)C)n1	26%	14
60	O=C(COC(=O)c1ccccc1O)NNC(=O)c1ccc(Br)cc1	?	.

(listing goes on)
No.	SMILES	S3 lipid droplet	S3 lipid droplet cell count max
61	CCN1C(=O)[C@H]2[C@@H](c3ccc(OC)cc3)N3C(=O)CN(CCOC)C(=O)[C@@]3(Cc3ccccc3)[C@H]2C1=O	?	.
62	CCn1c(-c2cccn(Cc3ccccc3)c2=O)n[nH]c1=S	?	.
63	CCc1ccc(NC(=O)CC2C(=O)N(c3cccc(C)c3)C(=O)N2C2CC2)cc1 (centres undefined)	21%	24
64	O=C(OCC(=O)N1CCN(c2ccccc2)CC1)c1ccc(Cl)nc1	?	.
65	Cc1sc2nc(SCc3nnc(-c4cccs4)o3)n(C3CCCC3)c(=O)c2c1C	11%	.
66	NS(=O)(=O)c1ccc(CCNC(=O)NC23CC4CC(CC(C4)C2)C3)cc1	-15%	-21
67	COc1ccccc1/C=C/C(=O)NC(=S)N1CCOCC1	-26%	-26
68	CSc1cccc(NC(=S)N(CCN(C)C)C(C)c2ccccn2)c1 (centres undefined)	?	.
69	CCn1c(C)cc(C)c(C#N)c1=O	?	.
70	O=C(NC1CCCC1)C1CCN(C(=O)NCc2ccccc2)CC1	0%	9
71	Cc1occc1C(=O)O/N=C(\N)c1ccccc1	?	.
72	CN(C(=O)c1cc(Cl)c2c(c1)OCCO2)c1c(N)n(Cc2ccccc2)c(=O)[nH]c1=O	?	.
73	OCCNCCSc1nc(C2CCCCC2)n(-c2ccccc2Cl)n1	-8%	-2
74	Cc1ccc(C(=O)OCC(=O)Nc2ccc(Cl)cn2)cc1S(=O)(=O)N1CCOCC1	?	.
75	CNC(=O)Nc1cccc(-c2cc(-c3c(Cl)cccc3Cl)no2)c1	-19%	-1
76	CC(C)OC(=O)CC1C(=O)NCCN1C(=S)NC(=O)c1ccc(F)cc1 (centres undefined)	3%	12
77	Cc1cc2c(c(=O)o1)C1(C(=O)N(C)c3ccccc31)C(C#N)=C(N)O2 (centres undefined)	?	.
78	COc1ccc(C(=O)N/N=C/c2ccc(N3CCOCC3)s2)cc1OC	?	.
79	Cc1c(C(=O)O)sc2nc(CSc3nnc(-c4ccc(F)cc4)n3C)[nH]c(=O)c12	13%	-6
80	O=C(c1c(F)cccc1F)N1CCC(n2nnc3cc(C(F)(F)F)ccc32)CC1	4%	-1

Structural class: the compounds so far containing a cyano group.
No.	SMILES	S3 lipid droplet	S3 lipid droplet cell count max
69	CCn1c(C)cc(C)c(C#N)c1=O	?	.
77	Cc1cc2c(c(=O)o1)C1(C(=O)N(C)c3ccccc31)C(C#N)=C(N)O2 (centres undefined)	?	.

Some of these compounds in order of the S3 lipid droplet value, lowest first:
#	SMILES	S3 lipid droplet	S3 lipid droplet cell count max
67	COc1ccccc1/C=C/C(=O)NC(=S)N1CCOCC1	-26%	-26
75	CNC(=O)Nc1cccc(-c2cc(-c3c(Cl)cccc3Cl)no2)c1	-19%	-1
73	OCCNCCSc1nc(C2CCCCC2)n(-c2ccccc2Cl)n1	-8%	-2
70	O=C(NC1CCCC1)C1CCN(C(=O)NCc2ccccc2)CC1	0%	9
76	CC(C)OC(=O)CC1C(=O)NCCN1C(=S)NC(=O)c1ccc(F)cc1 (centres undefined)	3%	12
80	O=C(c1c(F)cccc1F)N1CCC(n2nnc3cc(C(F)(F)F)ccc32)CC1	4%	-1
65	Cc1sc2nc(SCc3nnc(-c4cccs4)o3)n(C3CCCC3)c(=O)c2c1C	11%	.

New compounds follow:
No.	SMILES	S3 lipid droplet	S3 lipid droplet cell count max
81	Cc1nn(C)cc1C1C(C#N)=C(N)N(c2cccnc2)C2=C1C(=O)CCC2 (centres undefined)	3%	10
82	C=CCOc1ccc(C2N3CC4(C)CN2CC(CCC)(C3)C4=O)cc1 (centres undefined)	?	.
83	O=C(NCCCn1ccnc1)c1ccccc1F	13%	1
84	COc1ccc2[nH]c(=O)c(CN(Cc3cccnc3)S(=O)(=O)c3ccccc3F)cc2c1	?	.
85	COc1cccc(CNC(=O)C23CN(Cc4ccccc4)CC2C(c2ccc([N+](=O)[O-])cc2)=NO3)c1 (centres undefined)	0%	1
86	COc1ccc(F)cc1S(=O)(=O)NCC(=O)NCc1cc(=O)n(C)c(=O)n1C	-13%	-28
87	COc1ccc(NC(=O)C2COc3ccccc3O2)cc1S(=O)(=O)N1CCOCC1 (centres undefined)	?	.
88	CC(C)OC(=O)CSc1nnc(-c2ccc(O)cc2)n1Cc1ccccc1	?	.
89	Cc1ccc(C(=O)N2CCC3(CC2)Oc2ccc(F)cc2C(=O)C32CC(c3cccnc3)=NO2)s1 (centres undefined)	15%	3
90	CC(=O)c1cc(NC(=O)c2ccc(C)cc2)c(=O)oc1/C=C/N(C)C	?	.
91	COc1ccc(F)cc1COc1nc(C)nc2ccccc12	?	.
92	CC1=C(C(=O)OCc2ccccc2)C(c2ccc(Cl)cc2)NC(=O)N1CCCC(=O)O (centres undefined)	?	.
93	CCn1c(CNc2nc(-c3ccccc3)cs2)nnc1SCC(=O)NCc1ccccc1	?	.
94	Cc1nc(CNC(=O)c2cc(COc3ccc(F)cc3Cl)on2)cs1	11%	13
95	COc1ccc(S(=O)(=O)NCC2CCCN(Cc3ccc(OC)cc3F)C2)cc1 (centres undefined)	?	.
96	CCC(C)NC(=S)Nc1ccc(C(=O)OC)cc1 (centres undefined)	25%	3
97	CC(C)Cc1cc(C(=O)O)n[nH]1	?	.
98	N/C(=N\O)c1cn(Cc2ccccc2Cl)c2ccccc12	-5%	-12
99	CCn1c(-c2cc(OC)c(OC)c(OC)c2)n[nH]c1=S	i	14
100	CC1S/C(=N/N=C/c2ccco2)NC1=O (centres undefined)	-10%	-22
101	CCOc1cccc(/C=N/NC(=O)c2cc(C3CC3)[nH]n2)c1O	-5%	-20
102	O=S(=O)(NC1=NCCCCC1)c1ccc2ccccc2c1	?	.
103	COc1ccc(CNC(=O)CN(C(=O)CCC(=O)Nc2ccccn2)c2cccc(C)c2)cc1	?	.
104	CCCn1c(=O)c2ccccc2n2c(SCN3C(=O)c4ccccc4C3=O)nnc12	-8%	1
105	CCC[C@H]1COCCS(=O)(=O)N1Cc1ccccc1	?	.
106	Cc1nn(C(=O)c2ccco2)c(C)c1Br	?	.
107	CCc1ccc(NC(=O)c2ccccc2SC)cc1	0%	6
108	CCCC(=O)Nc1nn(C)c2nc3cc(C)ccc3cc12	?	.
109	O=c1c(N2CCOCC2)nsnc1N1CCOCC1	-10%	3
110	CC(C)c1cccc(C(C)C)c1NC(=O)Cn1c(=O)cnc2ccccc21	?	.
111	CC(C)Oc1cccc(C(=O)NC(=S)Nc2cccc(C(F)(F)F)c2)c1	-27%	.
112	Cc1cccc(NC(=O)C2CCN(c3ncnc4c3nc3n4CCCCC3)CC2)n1	?	.
113	CCOc1ccc(S(=O)(=O)NCc2ccc3c(c2)OCO3)cc1NC(C)=O	-8%	-4
114	CCOC(=O)c1ccc(N2C(=O)C3C(/C=C/c4ccccc4)OC4(C(=O)c5ccccc5C4=O)C3C2=O)cc1 (centres undefined)	?	.
115	CCN(CC)S(=O)(=O)c1ccc(OC)c(NC(=O)CSc2cc(Cl)ccc2Cl)c1	?	.
116	O=c1[nH]c2ccccc2nc1/C=C/c1ccccc1	?	.

Whole records, looked up by structure. Screens in order: S3 lipid droplet | S3 lipid droplet cell count max
Record of `Cc1nn(C(=O)c2ccco2)c(C)c1Br` → ? | .
Record of `C[C@@]12C(=O)Nc3cc(Cl)ccc3C(=O)N1[C@H]1c3cc(Br)ccc3OC[C@@H]1[C@@H]2c1ccccc1` → ? | .
